IkB sig inh = IkB pathway inhibition in ABC-DLBCL cells | ABC-DLBCL IkBa-CBG/CBR dual luciferase ratio, 4 h; response scale: scaled: untreated 0%, proteasome inhibitor 100% | AID 445 | 0.04% of 110,000 active | Potency, µM (highest dose often 57.1 µM), for inactives: top-dose IkBa stabilization activation; active = well fitted curve in the direction sought with a large enough effect in the signal ratio, not every such curve was filed as active; inconclusive = small, poorly fitted or top-dose-only effect, or a change in a side signal; the % refers to the signal ratio;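 also: the direction sought is a rising ratio; 0% = basal untreated cells and 100% = reference inhibitor full response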
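Curves were fitted separately to fusion (green), unfused (red) and ratio luminescence, then classed by r2, magnitude and activity. Cells: OCI-Ly3, 4 h compound plus doxycycline at 37C; 10 uM MG-132 defined full response.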
p53ts 39C tox = cytotoxicity in p53ts cells at nonpermissive temperature | H1299-p53A138V viability at 39C, ATP luminescence, 24 h | Potency, µM (titrated, usually from 46.1 µM), inactives show top-dose activity change, negative = cell killing, most hits filed as cytotoxic | 1.5% of 130,000 active; also: nearly all actives have a fitted effect of over 55% in size
Imprint erasure = inducers of genomic imprint erasure in mouse ES cells. mouse ES Peg3-LacZ reporter, beta-gal luminescence, 40 h. Potency, µM (highest dose often 60.7 µM), for the others: top-dose activity change, positive = activation, most hits filed as activators. 0.02% of 110,000 active. AID 1948;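 also: 0% = negative control wells on the plate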
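Readout: BetaGlo luminescence (5 min, room temp) for LacZ from the normally silent maternal Peg3 allele in female Peg3LacZ-Neo ES cells. Cells 300/well, 40 h, 37C, 5% CO2. Data normalized per plate to negative controls.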
p53ts 32C kill = cytotoxicity in p53ts cells at permissive temperature; H1299-p53A138V at 32C, ATP luminescence viability, 24 h; Potency, µM (highest dose often 46.1 µM), without a hit: at the highest dose activity change, negative = cytotoxicity, usual class: cytotoxic; 0.93% of 130,000 active; AID 924;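 also: 0% = DMSO and -100% = full killing by reference compound; nearly all actives have a fitted effect of over 55% in size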
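ATP-content luminescence (ATPlite) read-out after 24 h compound exposure at 32C in H1299-p53A138V cells (600/well). Tested up to 46 uM. Normalized to DMSO (0%) and 100 uM tamoxifen (100% killing); Hill-fit AC50.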
* hit, by the source's call; ? = inconclusive; . = not tested or not shown; [ ] = remark or other dose. Unless noted, calls follow the shape of the dose curve; as a rule, active = well fitted curve in the direction sought with a large enough effect; inconclusive = small, poorly fitted or top-dose-only effect, or another doubt; inactive = no such curve, though single readings can be large; an effect the other way counts as inactive or inconclusive. Unless noted, % is scaled to controls: 0 for no effect and ±100 for the full control effect; potency is read from the fitted curve at half-maximal effect. No enrichment for hits. About 1.7% of those tested had a hit in this group.

Every second line gives: IkB sig inh	p53ts 39C tox	Imprint erasure	p53ts 32C kill
[1] CCn1cc(C(=O)NCCCN(CC(C)C)CC(C)C)c(=O)c2cc(S(=O)(=O)N(C)C3CCCCC3)ccc21
 : ?	17%	-2%[10.9 µM]	1%
[2] COc1ccc(-c2noc(Cn3c(=O)c4ccccc4n(CC(=O)Nc4cccc(C(F)(F)F)c4)c3=O)n2)cc1
 : ?	31%[activator]	15%[10.9 µM]	-3%
[3] COc1ccc(CNC(=O)c2cnn3c(C(F)F)cc(C)nc23)cc1OC
 : -3.8%	-19%	-12%	-14%
[4] COc1cccc(/C=N/n2nnnc2N)c1OCc1ccccc1Cl
 : .	27%	.	1%
[5] Cc1c(C(=O)N2CCOCC2)sc2ncn(CC(=O)N3CCC(C)CC3)c(=O)c12
 : -0.4%	3%	6%	-22%
[6] COc1cccc(CNC(=O)c2ccc(-c3nc(CSc4ccccc4)c(C)o3)cc2)c1
 : -0.6%	-8%	-11%[10.9 µM]	8%
[7] CCCOC(=O)c1ccc(NC(=O)C2CCCO2)cc1 (configuration not stated)
 : -4.0%	-18%	-21%	-15%
[8] O=C(Nc1cccc(Cl)c1Cl)c1cc(S(=O)(=O)NCCc2ccccc2)ccc1F
 : -1.5%	-29%	-19%[10.9 µM]	-2%
[9] CCOC(=O)c1ccc(-n2[nH]c(-c3ccccc3)cc2=O)cc1
 : ?	11%	-27%	27%
[10] Cc1cc(C)nc(-n2nc(C)cc2Nc2ccccc2)n1
 : ?	0%	-16%	0%
[11] O=C(Oc1ccccc1)N1CCN(c2ccc(F)cc2)CC1
 : -0.4%	1%	-8%	-1%
[12] COc1ccc(OC)c(NC(=O)COc2ccc(S(=O)(=O)NC(C)C)cc2)c1
 : 0.3%	-1%	-7%	0%
[13] Cc1ccccc1S(=O)(=O)Nc1nc2ccccc2nc1N1CCOCC1
 : -0.5%	7%	-5%	0%
[14] O=C(Nc1cccnc1)c1ccc2c(c1)OCO2
 : 0.0%	-11%	-76%[inhibitor]	-11%
[15] Cn1c(=O)c(=O)n(C)c2cc(S(=O)(=O)CCC(=O)Nc3cccc(C(F)(F)F)c3)ccc21
 : 0.7%	16%	-13%[10.9 µM]	8%
[16] CC(=O)N(C)c1ccc(NC(=O)C(F)(F)F)cc1
 : .	4%	.	5%
[17] COc1ccc2c(CCNC(=O)c3ccco3)c[nH]c2c1
 : -1.0%	-20%	-27%	-20%
[18] CN(C)c1ccc([N+](=O)[O-])cc1C(=O)O
 : .	0%	.	0%
[19] Cc1ccc(NCc2nnc(SCCN3CCCCC3)n2CC2CCCO2)cc1Cl (configuration not stated)
 : 0.3%	-8%	-13%	-12%
[20] Cc1ccc(N(CC(=O)N2CC(=O)Nc3ccccc32)S(=O)(=O)c2ccc3c(c2)OCCO3)cc1
 : 0.7%	-1%	-14%	7%
[21] Cc1[nH]n(-c2ccccc2)c(=O)c1/C=N/O
 : 0.5%	-14%	-29%	-23%
[22] Cc1occc1C(=O)NCc1cccs1
 : 0.7%	8%	-1%	-13%
[23] CN(C(=O)CSc1nc2ccc(NC(=O)c3ccc(F)cc3)cc2s1)c1ccccc1
 : ?	-2%	-15%[10.9 µM]	-4%
[24] COc1ccc(NC(=O)CSc2ccccn2)cc1
 : .	-5%	.	-16%
[25] COc1ccc2c(c1)CCc1c(C(=O)N3CCc4ccccc4C3)noc1-2
 : ?	-7%	-6%	7%
[26] Cc1nnc(SCC(=O)n2c3c(c4ccccc42)CCCC3)s1
 : ?	-1%	23%	5%
[27] CCCNC(=O)c1cc(-c2ccc(Br)cc2)on1
 : 5.5%	-23%	-15%	-16%
[28] CCOc1ccc(-c2nnn(CC(=O)Nc3ccccc3OC)n2)cc1OCC
 : -0.7%	-12%	3%	3%
[29] Cc1cccc(CCNC(=O)CCS(=O)(=O)c2cc3c(cc2Cl)NC(=O)CO3)c1
 : -2.1%	-14%	-8%[10.9 µM]	-11%
[30] Cc1sc(-c2cc3ccccc3oc2=O)nc1-c1ccc(Cl)cc1
 : 1.7%	-12%	-13%[10.9 µM]	-1%
[31] Cc1nn(-c2ccccc2)c(C)c1/C=N/O
 : -0.6%	0%	-38%[inhibitor]	-5%
[32] Cc1ccc(N2CCN(S(=O)(=O)N(C)C)CC2)c(C)c1
 : -0.1%	-6%	-13%	-6%
[33] Cc1ccccc1NC(=O)CN1CCC(NC(=O)Nc2ccccc2)CC1
 : -1.3%	10%	-7%	-1%
[34] Cc1noc(Cn2c(=O)c3cc4c(cc3n(CC(=O)Nc3ccccc3Br)c2=O)OCO4)n1
 : -2.2%	-8%	30%[10.9 µM]	9%
[35] CCN(CC)C(=O)CSc1nnc(-c2ccccn2)n1-c1ccc(C)c(C)c1
 : 2.4%	10%	4%	8%
[36] O=C(Nc1cccnc1)c1ccc(COc2ccccc2Br)o1
 : 5.4%	2%	-28%	15%
[37] O=C1COc2ccc(C(=O)COC(=O)C3CCN(S(=O)(=O)c4cccs4)CC3)cc2N1
 : 0.1%	-3%	-9%	6%
[38] COc1ccc(NCc2ccccc2-c2nnc(-c3ccccc3)o2)cc1Cl
 : 1.2%	-22%	8%[10.9 µM]	1%
[39] Clc1ccc(OCc2nn3c(-c4ccncc4)nnc3s2)cc1
 : -0.4%	14%	?	4%
[40] COc1ccc(Cl)cc1NC(=O)CSc1cn(CC(=O)N2CCCC2)c2ccccc12
 : 6.2%	-15%	-18%[10.9 µM]	5%
[41] CN(CC(=O)Nc1nc2ccccc2s1)S(=O)(=O)c1ccccc1
 : ?	4%	-25%	2%
[42] CSc1ccc(Nc2nn(-c3ccc(OC(F)(F)F)cc3)nc2C(C)=O)cc1
 : ?	-16%	-14%[10.9 µM]	-12%
[43] COc1ccccc1OCC(=O)Nc1cccc(-c2nc3ccccc3o2)c1
 : ?	-26%	-23%	-23%
[44] CCOc1cccc2sc(N3CCN(C(=O)c4ccco4)CC3)nc12
 : -2.4%	4%	-6%[10.9 µM]	-5%
[45] CCC1=C/C(=C/N(C)c2ccccc2)C(=O)S1
 : 6.4%	-9%	5%	-9%
[46] CCOC(=O)c1nn(-c2sc(C(=O)OC)c(C)c2C(=O)OC)cc1O
 : 0.8%	-2%	-8%	11%
[47] O=C(Cc1cccs1)N(c1ccc(Cl)cc1)C1C=CS(=O)(=O)C1 (configuration not stated)
 : 1.0%	-3%	-15%	-1%
[48] Cc1ccc(-c2nc3ncccc3o2)cc1NC(=O)c1ccco1
 : -1.5%	-7%	0%	-5%
[49] Cc1cc(-c2nc3ncccc3o2)ccc1NC(=O)CC(C)C
 : -1.3%	-21%	-7%	-8%
[50] Cc1nn(-c2ccc3nncn3n2)c(C)c1CCC(=O)Nc1ccc(OC(F)(F)F)cc1
 : 2.5%	-12%	-13%[10.9 µM]	0%
[51] O=C1c2ccccc2C(Nc2ccc3nc(-c4cccnc4)[nH]c3c2)N1Cc1ccco1 (configuration not stated)
 : 2.5%	33%[activator]	-27%	10%
[52] O=C1CCC(C(=O)OCc2cc(Cl)ccc2OC(F)F)N1 (configuration not stated)
 : 4.2%	7%	0%	0%
[53] COc1ccccc1CN1CCC2(CC1)CCN(C(=O)c1ccco1)CC2
 : -0.7%[11.4 µM]	3%	.	-8%
[54] Cc1ccccc1NCc1cccn1-c1nnc(N2CCOCC2)s1
 : -3.0%	-21%	6%[10.9 µM]	-28%
[55] Cc1nnc(NC(=O)CSc2nc3ccccc3o2)s1
 : .	-6%	.	-17%
[56] Cc1cc(=O)[nH]c(N2CCCC2)n1
 : -4.7%	3%	-8%	2%
[57] COc1ccc(N2CCN(C(c3ccccc3)c3nnc(-c4ccccc4Cl)o3)CC2)cc1 (configuration not stated)
 : 0.9%	-4%	-7%[10.9 µM]	10%
[58] COc1ccc(NC(=O)Nc2ncccc2C)cc1
 : .	14%	.	8%
[59] Cc1ccc(CNC(=O)c2nc(S(=O)(=O)Cc3ccc(C)cc3)ncc2Cl)cc1
 : -1.5%	13µM*	-8%[10.9 µM]	16µM*
[60] Cc1oc2ncnc(N3CCOCC3)c2c1C(=O)Nc1ccc(Br)cc1F
 : 1.0%	1%	-6%[10.9 µM]	6%

Single records (already shown). Order of values: IkB sig inh, p53ts 39C tox, Imprint erasure, p53ts 32C kill
Cc1ccc(-c2nc3ncccc3o2)cc1NC(=O)c1ccco1 reads -1.5%, -7%, 0%, -5%
Cc1nn(-c2ccc3nncn3n2)c(C)c1CCC(=O)Nc1ccc(OC(F)(F)F)cc1 reads 2.5%, -12%, -13%[10.9 µM], 0%

Next section:
Every second line gives: IkB sig inh	p53ts 39C tox	Imprint erasure	p53ts 32C kill
[61] Cc1ccc(S(=O)(=O)C(CNC(=O)C(=O)NCCc2ccc(F)cc2)c2cccs2)cc1 (configuration not stated)
 : 1.2%	-31%	-14%[10.9 µM]	5%
[62] CCOC(=O)C1CCC2(CC1)C(C#N)=C(N)Oc1n[nH]c(C)c12 (configuration not stated)
 : .	1%	.	-5%
[63] COc1ccc(CNC(=O)Cn2c(=O)cc(-c3ccccc3)c3c(C)nn(C)c32)cc1
 : 0.2%	-2%	-7%[10.9 µM]	8%
[64] COc1cccc(-c2cnc(NCc3ccccc3Cl)n2C)c1
 : ?	?	-22%[10.9 µM]	-13%
[65] CCc1ccc(S(=O)(=O)c2nnn(-c3ccc(F)cc3)c2N)cc1
 : ?	-6%	-8%[10.9 µM]	-6%
[66] O=C(Cc1cccs1)NCc1ccco1
 : 1.1%	-2%	-11%	0%
[67] CCOc1ccc(C2/C(=C(/O)c3ccccc3)C(=O)C(=O)N2CCCN(C)C)cc1OC (configuration not stated)
 : -3.9%	9%	-16%	8%
[68] COc1ccnc(CSC(N)=Nc2ccc(F)cc2)c1
 : .	10%	.	-2%
[69] CC(=O)c1cccc(NC(=O)c2cc(-c3ccc(F)cc3)on2)c1
 : 4.9%	-19%	1%	-25%
[70] CCOc1ccc(C2CC(c3c(O)n(C4CCCCC4)c(=O)[nH]c3=O)=Nc3ccccc3S2)cc1 (configuration not stated)
 : ?	-18%	-12%[10.9 µM]	-9%
[71] CCN1CCN(C(c2cccs2)C(C)NS(=O)(=O)c2ccc(F)cc2)CC1 (configuration not stated)
 : 1.4%	3%	-6%	-7%
[72] COc1ccccc1C(c1nnnn1C(C)(C)C)N1CCN(Cc2ccncc2)CC1 (configuration not stated)
 : -0.6%	2%	4%	-4%

15 compounds already listed, ordered by SMILES length, largest number first.
Every second line gives: IkB sig inh	p53ts 39C tox	Imprint erasure	p53ts 32C kill
[70] CCOc1ccc(C2CC(c3c(O)n(C4CCCCC4)c(=O)[nH]c3=O)=Nc3ccccc3S2)cc1 (configuration not stated)
 : ?	-18%	-12%[10.9 µM]	-9%
[61] Cc1ccc(S(=O)(=O)C(CNC(=O)C(=O)NCCc2ccc(F)cc2)c2cccs2)cc1 (configuration not stated)
 : 1.2%	-31%	-14%[10.9 µM]	5%
[67] CCOc1ccc(C2/C(=C(/O)c3ccccc3)C(=O)C(=O)N2CCCN(C)C)cc1OC (configuration not stated)
 : -3.9%	9%	-16%	8%
[63] COc1ccc(CNC(=O)Cn2c(=O)cc(-c3ccccc3)c3c(C)nn(C)c32)cc1
 : 0.2%	-2%	-7%[10.9 µM]	8%
[57] COc1ccc(N2CCN(C(c3ccccc3)c3nnc(-c4ccccc4Cl)o3)CC2)cc1 (configuration not stated)
 : 0.9%	-4%	-7%[10.9 µM]	10%
[59] Cc1ccc(CNC(=O)c2nc(S(=O)(=O)Cc3ccc(C)cc3)ncc2Cl)cc1
 : -1.5%	13µM*	-8%[10.9 µM]	16µM*
[71] CCN1CCN(C(c2cccs2)C(C)NS(=O)(=O)c2ccc(F)cc2)CC1 (configuration not stated)
 : 1.4%	3%	-6%	-7%
[62] CCOC(=O)C1CCC2(CC1)C(C#N)=C(N)Oc1n[nH]c(C)c12 (configuration not stated)
 : .	1%	.	-5%
[69] CC(=O)c1cccc(NC(=O)c2cc(-c3ccc(F)cc3)on2)c1
 : 4.9%	-19%	1%	-25%
[54] Cc1ccccc1NCc1cccn1-c1nnc(N2CCOCC2)s1
 : -3.0%	-21%	6%[10.9 µM]	-28%
[64] COc1cccc(-c2cnc(NCc3ccccc3Cl)n2C)c1
 : ?	?	-22%[10.9 µM]	-13%
[55] Cc1nnc(NC(=O)CSc2nc3ccccc3o2)s1
 : .	-6%	.	-17%
[58] COc1ccc(NC(=O)Nc2ncccc2C)cc1
 : .	14%	.	8%
[56] Cc1cc(=O)[nH]c(N2CCCC2)n1
 : -4.7%	3%	-8%	2%
[66] O=C(Cc1cccs1)NCc1ccco1
 : 1.1%	-2%	-11%	0%

Source: PubChem
